Screening data: PubChem, The Scripps Research Institute Molecular Screening Center
TEAD-YAP block = TEAD-YAP interaction inhibition, primary screen, TEAD-YAP interaction inhibitor project, luminescence, HEK-TIYL cells. TEAD-Gal4/YAP UAS-luciferase luminescence. inhibition, % at 9.12 µM. 1.4% of 640,000 active. AID 1259422, 2018; in the data active = inhibition above about 32%;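 note: 0% = median of test compound wells and 100% = reference inhibitor wells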
GPR151 activ = activators of human GPR151, primary screen, cell-based, PathHunter beta-arrestin, luminescence. G-protein coupled receptor 151 (Homo sapiens), Q8TDV0. PathHunter beta-arrestin GPR151 cells. activation, % at 11.2 µM. 1% of 650,000 active; in the data active = activation above about 4.9%;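 note: 0% = median of compound wells and 100% = cells with positive control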
Target sequence (Q8TDV0 whole entry, looked up): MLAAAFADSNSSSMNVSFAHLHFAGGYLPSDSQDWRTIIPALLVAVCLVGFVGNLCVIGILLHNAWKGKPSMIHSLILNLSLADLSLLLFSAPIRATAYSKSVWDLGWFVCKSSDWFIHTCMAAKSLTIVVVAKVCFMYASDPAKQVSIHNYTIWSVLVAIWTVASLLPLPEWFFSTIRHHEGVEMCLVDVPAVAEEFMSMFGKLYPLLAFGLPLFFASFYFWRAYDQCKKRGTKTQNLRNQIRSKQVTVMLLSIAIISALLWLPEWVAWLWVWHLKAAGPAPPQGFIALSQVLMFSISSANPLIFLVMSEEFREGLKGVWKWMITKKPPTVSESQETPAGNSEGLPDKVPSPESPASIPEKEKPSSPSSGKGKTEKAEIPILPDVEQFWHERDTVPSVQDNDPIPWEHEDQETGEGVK
FBW7 act = FBW7 E3 ligase activators, primary screen, biochemical, AlphaScreen, human | normalized activity (activation), % at 26.1 µM | AlphaScreen FBW7–phospho-cyclin E peptide binding, activator screen | 0.13% of 650,000 active | F-box/WD repeat-containing protein 7 (Homo sapiens), Q969H0; in the data active = normalized activity above about 1.9%;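 note: purified mutant Fbw7 with reduced substrate affinity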
MITF inh = MITF inhibitors, primary screen, biochemical, AlphaScreen, human; Microphthalmia-associated transcription factor (Homo sapiens), O75030; AlphaScreen MITF homodimerization, bead proximity signal; inhibition, % at 2.6 µM; 0.91% of 650,000 active; in the data active = inhibition above about 50%;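 note: 0% = vehicle wells with protein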
Target sequence (O75030 whole entry, looked up): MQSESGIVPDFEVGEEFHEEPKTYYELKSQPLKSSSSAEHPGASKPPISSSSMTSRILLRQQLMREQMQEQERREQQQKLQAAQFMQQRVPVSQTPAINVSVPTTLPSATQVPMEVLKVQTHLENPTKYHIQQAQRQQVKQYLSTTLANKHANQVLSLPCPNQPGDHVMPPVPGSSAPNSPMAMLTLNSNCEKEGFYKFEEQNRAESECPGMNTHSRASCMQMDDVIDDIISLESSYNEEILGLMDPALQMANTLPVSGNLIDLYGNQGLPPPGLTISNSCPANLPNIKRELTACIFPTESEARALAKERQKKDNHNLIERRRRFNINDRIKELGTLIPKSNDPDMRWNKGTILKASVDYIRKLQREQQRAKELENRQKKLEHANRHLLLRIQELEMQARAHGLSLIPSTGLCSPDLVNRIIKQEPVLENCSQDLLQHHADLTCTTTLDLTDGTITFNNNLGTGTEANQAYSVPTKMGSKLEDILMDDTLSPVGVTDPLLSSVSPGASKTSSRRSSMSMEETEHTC
Numbers without * were called inactive; nt = not tested or not shown.

SMILES	TEAD-YAP block	GPR151 activ	FBW7 act	MITF inh
CC(C)CC(=O)Nc1c(-c2cccs2)nc2ccccn12	1.0	0.2	-0.1	-8.2
O=C(CSc1nc2ccccc2c2nc(-c3ccc([N+](=O)[O-])cc3)nn12)c1ccc(F)cc1	0.7	-1.0	-0.1	8.2
O=C1CSc2ccc(C(=O)NCc3c(F)cc(F)cc3F)cc2N1	-3.5	-0.8	-0.1	-3.6
COc1cccc(-c2csc(/C(C#N)=C/Nc3ccc4c(c3)OCO4)n2)c1	7.3	1.7	0.1	8.4
O=C(c1n[nH]c(=O)c2ccccc12)N1CCC[C@@H]2CN(Cc3cccs3)CC[C@H]21	4.2	-0.7	0.0	5.7
O=C(Nc1ccc2c(c1)OCCO2)C(=S)NCc1ccccc1	-15.1	1.8	0.0	-4.9
COc1ccc(C(=O)N2CCCCCC2)cc1	3.6	-1.2	0.0	10.0
CCOc1ccc(C(=O)Nc2sc3c(c2C(=O)NC)CCC3)cc1	-2.9	0.4	0.1	10.7
Cc1cccc(Nc2ccc3c(cnn3-c3cccc(C(=O)NCCN4CCN(C(=O)OC(C)(C)C)CC4)c3)c2)c1Cl	14.5	0.0	0.1	9.5
Cc1nc2ccc(Cl)cc2c(-c2ccccc2)c1C(=O)O	10.5	0.1	-0.1	-4.1
CCOC(=O)C1=C(c2ccccc2)N=C2SCC(=O)N2C1c1ccc(C(C)C)cc1 (stereo not given)	10.9	0.7	0.9	6.5
OCCn1c2ccccc2c2cc(Cl)ccc21	4.3	1.2	0.3	-1.9
CC(CC(=O)OCC(=O)c1ccc2c(c1)NC(=O)CO2)c1ccccc1 (stereo not given)	5.1	-0.5	-0.8	-5.8
COC(=O)c1ccc(NC2=NCC(=O)N2c2ccccc2)cc1	1.0	-0.2	0.0	9.5
Cc1cccc(NC(=O)c2ccc(S(=O)(=O)N3CCCC3)cc2)c1C	3.9	0.0	0.0	3.5
COc1ccc(OCC(=O)NCCSc2ccccc2)cc1	-22.0	10.2*	0.0	0.7
CCC(C)(C)NC(=O)CC(C)S(=O)(=O)c1ccc2c(c1)OCC(=O)N2 (stereo not given)	8.0	-0.1	0.2	-0.9
O=C(/C=C/c1ccccc1Cl)Nc1nnc(C2CCCO2)o1 (stereo not given)	7.6	3.1	-0.1	6.2
Cc1csc(NC(=O)CSc2nnc(-c3ccccc3Cl)o2)n1	-22.5	-1.6	0.0	1.6
CCC(=O)N1c2ccccc2NC2=C(C(=O)CC(C)(C)C2)C1c1cccnc1 (stereo not given)	1.7	1.4	-0.1	0.0

Single records (already shown):
Entry for COc1ccc(C(=O)N2CCCCCC2)cc1 : TEAD-YAP block = 3.6; GPR151 activ = -1.2; FBW7 act = 0.0; MITF inh = 10.0
Entry for CCC(C)(C)NC(=O)CC(C)S(=O)(=O)c1ccc2c(c1)OCC(=O)N2 (stereo not given) : TEAD-YAP block = 8.0; GPR151 activ = -0.1; FBW7 act = 0.2; MITF inh = -0.9

(cont.)
SMILES	TEAD-YAP block	GPR151 activ	FBW7 act	MITF inh
Cc1cccc(NC(=O)CCC2CCN(C(=O)C3CCCO3)CC2)c1 (stereo not given)	1.6	1.9	0.3	-19.8
CC1CCN(C(=O)CSc2nc3c(cnn3-c3ccc(F)cc3)c(=O)[nH]2)CC1	2.1	1.3	0.1	-3.6
O=S(=O)(CCc1ccccc1)/N=C/c1cccs1	-4.7	-1.3	0.1	-11.2
CCN1C(=O)c2ccccc2S(=O)(=O)c2ccc(C(=O)N3CCc4ccccc4C3)cc21	-2.5	2.4	-0.1	5.6
O=C1c2cccc3cccc(c23)C(=O)N1c1cccnc1	-10.4	-1.0	-0.1	-11.3
Cc1c(NC(=O)COC(=O)c2ccc[nH]c2=O)c(=O)n(-c2ccccc2)n1C	-2.6	1.9	0.1	10.4
O=C(CC1C(=O)NCCN1Cc1ccccc1)NCCn1nc(-c2ccccc2)ccc1=O (stereo not given)	-25.9	2.2	0.0	8.1
CCCOc1ccccc1/C=C1/C(=O)NN(c2ccc(Cl)cc2)C1=O	9.0	1.1	0.6	13.1
O=C(CN1C(=O)CC(c2ccco2)Sc2ccccc21)NCc1ccccc1 (stereo not given)	10.4	0.3	-0.2	9.8
CCCSC1=C(C#N)C(c2ccc(C)o2)CC(=O)N1 (stereo not given)	5.9	-0.5	0.1	-1.9
O=[N+]([O-])c1cccc(C2=NN(c3nc(-c4ccc(Cl)cc4)cs3)C(c3ccc(F)cc3)C2)c1 (stereo not given)	10.7	3.4	0.0	0.8
COc1ccc(-c2cc(C(F)(F)F)n3nc(C(=O)Nc4ccc(C)cc4C)cc3n2)cc1OC	0.6	0.4	0.4	17.8
Cc1ccc(-c2nc(NCC3CCCO3)c3ccccc3n2)cc1 (stereo not given)	20.6	-1.3	0.7	-4.5
CS(=O)(=O)c1ccc(Nc2nccc(-c3ccccc3)n2)cc1	-33.8	0.5	0.2	-0.2
CCOC(=O)C1=C(C)NC(=O)NC1c1ccc(OC)c2ccccc12 (stereo not given)	-3.1	0.8	-0.3	4.9
COc1ccc(S(=O)(=O)N2CCCCCC2)cc1C(=O)OCC(=O)NC(C)(C)C	-1.5	-0.3	-0.2	1.4
CN(Cc1cnn(C)c1)C(=O)CC1C(=O)NCCN1C1Cc2ccccc2C1 (stereo not given)	-0.5	0.3	0.1	14.1
CCC1(C)Cc2c(sc3nc(SCc4ccc(Br)cc4)n(-c4ccccc4)c(=O)c23)CO1 (stereo not given)	-5.0	1.7	-0.1	-6.7
COCCNC(=O)Cn1nc2c3ccccc3nc(C3CC3)n2c1=O	5.7	1.9	0.4	11.3
CC(C)(C)c1ccc(-c2n[nH]c(=S)o2)cc1	-26.8	-0.5	0.0	-6.3
CC(=O)Nc1ccc(C2=N/C(=C/c3ccc4c(c3)OCO4)C(=O)O2)cc1	1.6	0.5	0.1	14.0
COc1ccc(Cl)cc1C(=O)CSc1nnnn1Cc1ccccc1	-6.7	-0.6	-0.1	-12.7
c1ccc2[nH]c(CNc3ncnc4nc(-c5ccc(N6CCOCC6)nc5)[nH]c34)nc2c1	-11.9	3.0	-0.2	3.6
C/C(CCN1CCc2nc(-c3ccccc3)c(-c3ccccc3)cc2C1)=N\OC[C@@H](O)COCc1ccco1	nt	-0.7	0.2	-2.2
CC(=O)C1=C(c2ccccc2)N(C(C)=O)n2c(nnc2C2CCCCC2)S1	-2.9	0.5	-0.1	0.0
O=C(Nc1ccc(Cl)cc1)c1cc2c3c(c1)C1C=CCC1CN3CC1CC=CC21 (stereo not given)	8.2	1.8	0.8	-1.2
O=C(Nc1cccc(C(F)(F)F)c1)c1scc2c1CCCC2	-20.2	0.7	0.1	-7.3
CCCCC1=NN2C(=N)/C(=C/c3cc(Cl)c(OCCOc4ccc(C)cc4)c(OC)c3)C(=O)N=C2S1	-24.5	0.3	0.1	13.7
C=CCn1c(N)c(C(=O)Nc2ccccc2OC)sc1=S	1.9	-0.8	0.1	-5.7
CCc1ccc(-n2cc(-c3ccc([N+](=O)[O-])cc3)nc2SCC(=O)N(c2ccccc2)C(C)C)cc1	-10.6	0.1	0.2	10.6
CCOc1cc(CNc2ncnc3nc[nH]c23)ccc1OC	8.6	0.6	0.1	-17.8
Cc1ccc(C(=O)N/N=C\c2ccc([N+](=O)[O-])o2)cn1	15.5	-0.7	0.2	8.7
CCN(c1ccccc1)c1nc2ccccc2n2c(C)nnc12	12.6	-0.7	0.3	4.9
CCN(CCCNS(=O)(=O)c1ccc2c(c1)n(C)c(=O)c(=O)n2C)Cc1ccccc1	-6.0	-0.6	0.3	9.6
N#CC1=C(N)N(c2cc(C(F)(F)F)ccc2Cl)C2=C(C(=O)CCC2)C1c1cccnc1 (stereo not given)	0.3	0.6	-0.1	1.6
NC(=O)NCCCC(=O)NCC(c1ccccc1Cl)c1c[nH]c2ccccc12 (stereo not given)	3.0	0.1	0.0	2.7
O=C1C/C(=N\Nc2ccc([N+](=O)[O-])cc2S(=O)(=O)N2CCOCC2)c2ccccc21	-4.0	-0.4	-0.2	-8.1
CCN1C(=O)/C(=C2/Sc3ccc(OC)cc3N2C)SC1=Nc1c(C)n[nH]c1C	-8.8	0.4	-0.2	-10.9
CN(C)c1ccccc1-c1cnc2c(NCc3ccc4c(c3)OCO4)nccn12	10.2	-1.1	-0.2	0.3
CCOc1ccc(/C=C2\C(=O)NC(=O)N(c3ccc(Br)cc3)C2=O)cc1	6.0	-0.9	0.5	11.9
CCNC(=O)C/C(C)=N/NC(=O)C1CCCCC1	-23.9	1.6	0.2	-0.9
O=C(NNC(=O)c1ccccc1O)c1ccccc1O	27.7	0.3	0.1	9.1
COc1ccc(/C=N/NC(=O)Cc2ccc(Cl)cc2)cc1OC	-8.8	-1.3	0.1	-12.5
CCCn1nnc(NC(=O)c2cccs2)n1	-9.8	-0.4	0.4	17.8
C=C(C)CN1C(=O)NC(CC)(C2CCN(C(=O)C3CC(=O)c4ccccc43)CC2)C1=O (stereo not given)	6.1	-0.9	0.0	4.8
CC(C)CC(c1nnnn1C(C)(C)C)N1CCN(c2ccc(F)cc2)CC1 (stereo not given)	6.1	0.7	-0.2	-11.1
O=C(C1CC1)N(CC1CCCO1)c1nc2ccc(F)cc2s1 (stereo not given)	-19.5	-0.1	0.0	2.2
O=C(Nc1ccc(C(=O)N(c2ccccc2)c2ccccc2)cc1)c1ccccc1Br	3.3	-0.2	0.1	7.2
Cc1[nH]c2ccc(Cl)cc2c(=O)c1CN1CC2(C)CC1CC(C)(C)C2 (stereo not given)	4.4	-1.1	0.2	3.2
O=C(Cn1cnc([N+](=O)[O-])n1)Nc1ccc(Cl)c(C(F)(F)F)c1	-3.5	0.7	-0.2	-2.6
O=C(Nc1ccccn1)c1ccc(Br)s1	-76.6	-1.5	-0.3	-8.1
CCn1cc(C(C)(C)C)c(C#N)c1NC(C)=O	-1.5	-0.3	0.1	13.2
Cc1ccccc1C(=O)Nc1cc2cc([N+](=O)[O-])ccc2oc1=O	-2.7	-0.4	0.0	-12.6
Cc1nnc(NC(=O)CSc2nnc3scc(-c4ccccc4)n23)s1	1.9	-0.4	0.1	-6.1
CCOC(=O)C1=C(C)NC2=C(C(=O)CC(c3ccc(Cl)cc3)C2)C1c1ccc(OC)cc1 (stereo not given)	5.4	0.7	-0.1	-0.8
NC(=O)CNC(=O)COc1ccc(Cl)cc1Cl	-20.6	-0.5	0.1	9.2
CC(=O)Nc1ccc(Nc2cc(OC(C)C)nc(C)n2)cc1	-13.1	0.8	-0.1	-3.2
Cc1nc2ccccc2c2c1C(=O)N(Cc1cccnc1)C2=O	4.7	0.7	0.0	6.3
CCN(Cc1ccccc1)C(=O)c1ccc(C(=O)N(CC)Cc2ccccc2)cc1	3.0	0.1	0.1	13.1
N#Cc1nc(COc2cccc(Cl)c2)oc1N1CCCCC1	12.6	-0.2	-0.1	6.4

Quoted at random: 6 compounds from above, in no set order.
SMILES	TEAD-YAP block	GPR151 activ	FBW7 act	MITF inh
CC(=O)Nc1ccc(Nc2cc(OC(C)C)nc(C)n2)cc1	-13.1	0.8	-0.1	-3.2
O=C(Nc1ccccn1)c1ccc(Br)s1	-76.6	-1.5	-0.3	-8.1
C=C(C)CN1C(=O)NC(CC)(C2CCN(C(=O)C3CC(=O)c4ccccc43)CC2)C1=O (stereo not given)	6.1	-0.9	0.0	4.8
N#Cc1nc(COc2cccc(Cl)c2)oc1N1CCCCC1	12.6	-0.2	-0.1	6.4
Cc1ccccc1C(=O)Nc1cc2cc([N+](=O)[O-])ccc2oc1=O	-2.7	-0.4	0.0	-12.6
CCN(Cc1ccccc1)C(=O)c1ccc(C(=O)N(CC)Cc2ccccc2)cc1	3.0	0.1	0.1	13.1

The list goes on:
SMILES	TEAD-YAP block	GPR151 activ	FBW7 act	MITF inh
CC(=O)Nc1ccccc1C(=O)C(=O)Nc1cccc(C(=O)NCC2CCCO2)c1 (stereo not given)	6.2	-0.5	0.1	14.2
CC1=C(C(=O)OCc2ccccc2)C(c2ccccc2F)NC(=O)N1 (stereo not given)	7.8	-0.4	-0.2	-18.8
COc1ccc(S(=O)(=O)N2CCCOC2CNC(=O)C(=O)NCc2ccccn2)cc1 (stereo not given)	8.2	0.5	0.8	18.6
CC(CNC(=O)C(C)Oc1ccc(Cl)cc1Cl)CN(C)C (stereo not given)	2.5	0.6	0.2	9.3
O=C(Nc1nc(-c2ccccc2)cs1)c1ccc(Cl)cc1	-23.6	1.9	0.0	-8.0
O=C(NCCC1CCCCN1S(=O)(=O)c1ccc(F)cc1)C(=O)Nc1ccccc1 (stereo not given)	-11.4	0.7	-0.1	4.3
CCOC(=O)N1CCN(C(=O)C2CCN(C(=O)c3ccc([N+](=O)[O-])cc3)CC2)CC1	-6.6	-2.2	0.0	-3.1
CCOc1ccccc1NC(=O)c1c(NCc2ccc(C)o2)sc2c1CCC2	10.5	1.1	0.0	3.9
Cn1cc(S(=O)(=O)Nc2cccc3ccccc23)c(=O)n(C)c1=O	11.9	0.8	-0.2	10.6
CC(C)CN(CC(C)C)S(=O)(=O)N1CCC(C(=O)N2CCOCC2)CC1	0.6	-1.0	-0.2	7.9
O=C(CNCC1CCCO1)N1c2ccccc2Sc2ccccc21 (stereo not given)	-1.2	-0.5	1.1	25.5
O=C(CSc1nnc(-c2ccc(Cl)cc2Cl)o1)Nc1ccccc1	-58.3	-1.0	-0.1	-8.4
CC(=O)NCCNc1nc2c(c(=O)n(C)c(=O)n2C)n1Cc1ccc(F)cc1	1.8	0.4	-0.1	4.3
COC(=O)c1ccc(CN2CCC(C3(C)NC(=O)N(Cc4ccsc4)C3=O)CC2)cc1 (stereo not given)	0.1	0.4	-0.1	11.8
Cc1ccc(OCC(=O)Nc2ccccc2CO)cc1C	-24.6	3.7	-0.1	3.2
